# Compound activity from PubChem BioAssay.
# SW480 rerep = A quantitative high throughput screen for small molecules that induce DNA re-replication in SW480 colon adenocarcinoma cells. SW480 DNA re-replication, Hoechst DNA content imaging, 48 h. Potency, µM (series often up to 46.1 µM), for the others: at the highest dose re-replication activation, most hits filed as activators. 340,000 compounds, 1.8% hits. AID 624297, 2012; further: potency means the concentration at half of the fitted maximal effect; % of control where 0% means no effect; nearly all actives have a fitted effect of over 55% in size
#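 First, 250 cells per well were seeded. Next, compound or vehicle (23 nL) was pinned in, plates sat 48 hr at 37 C. Finally Hoechst was added for 40 min before fluorescence scanning.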
# KB-3-1 cytotox = qHTS assay for MDR1-selective chemotherapeutics: Primary screen using the parental adenocarcinoma cell KB-3-1; KB-3-1 viability, CellTiter-Glo ATP luminescence, 72 h; Potency, µM (doses to about 46.1 µM), for inactives: at the highest dose activity change, negative = cytotoxic, actives largely listed as cytotoxic; 400,000 compounds, 1.4% hits; further: potency means the concentration at half of the fitted maximal effect; on the % scale 0 is the no-effect control and ±100 the full control effect; nearly all actives have a fitted effect of over 60% in size
#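 Cytotoxicity measured as CellTiter-Glo luminescence after 72 h at 37 C. Compound titrations were pinned onto drug-naive KB-3-1 parental adenocarcinoma cells grown in DMEM with 10% FBS, and normalized data fitted to concentration-response curves.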
# D3 ag = qHTS of D3 Dopamine Receptor Agonist: qHTS. D3R DiscoveRx beta-arrestin cells, luminescence, 90 min. 410,000 compounds, 0.58% hits. max activation, %. D(3) dopamine receptor (Homo sapiens), P35462; in the data active means max activation above about 30%; further: 0% is about no effect; mostly tested at two doses, the higher about 12 µM
# Target sequence (P35462 whole entry, looked up): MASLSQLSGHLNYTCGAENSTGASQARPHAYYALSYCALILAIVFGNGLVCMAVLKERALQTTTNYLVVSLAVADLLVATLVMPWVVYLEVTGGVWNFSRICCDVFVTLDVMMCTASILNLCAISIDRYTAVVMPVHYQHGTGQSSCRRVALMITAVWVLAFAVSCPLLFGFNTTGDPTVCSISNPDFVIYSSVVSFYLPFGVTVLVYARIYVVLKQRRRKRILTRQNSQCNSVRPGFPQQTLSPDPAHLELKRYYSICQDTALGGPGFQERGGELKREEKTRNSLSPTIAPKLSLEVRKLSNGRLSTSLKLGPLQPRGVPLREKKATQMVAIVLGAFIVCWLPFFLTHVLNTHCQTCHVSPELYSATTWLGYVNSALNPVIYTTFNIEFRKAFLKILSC
#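 Agonist-mode cell screen: cells plated at 1500/well and incubated overnight at 37 °C, then exposed to library compounds for 90 min at 37 °C. Detection reagent was added for 30–60 min at room temperature, and luminescence was read.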
# MCF10A rerep = A quantitative high throughput screen for small molecules that induce DNA re-replication in MCF 10a normal breast cells. MCF 10A DNA re-replication, Hoechst nuclear intensity, 48 h. Potency, µM (series often up to 46.1 µM), without a hit: at the top dose activity, positive = re-replication, usual class: activators. 350,000 compounds, 2.9% hits. AID 624296, 2012; further: potency means the concentration at half of the fitted maximal effect; % of control where 0% means no effect; nearly all actives have a fitted effect of over 50% in size
# HEK293 tox = qHTS of GLP-1 Receptor Inverse Agonists: Cytotox Screen; HEK293 cAMP-luciferase reporter cells, luminescence, 24 h; Potency, µM (highest dose often 38.3 µM), without a hit: at the top dose activity change, negative = inhibition, hits mostly inhibitors; 410,000 compounds, 0.13% hits;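 further: loss of luciferase light is scored as toxicity; potency means the concentration at half of the fitted maximal effect; on the % scale 0 is the no-effect control and ±100 the full control effect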
#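 Seeding density was 200 cells/uL; after overnight-length (12 h) culture, 23 nL compounds went on for 24 h at 37 °C. Readout used a luciferase detection reagent, luminescence taken after 12 min at room temperature.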
# KB-V1 cytotox = qHTS assay for MDR1-selective chemotherapeutics: Primary screen using the drug-selected MDR subline cells KB-V1; KB-V1 MDR cells viability, CellTiter-Glo, 72 h; Potency, µM (highest dose often 46.1 µM), for the others: at the top dose activity change, negative = cytotoxicity, usual class: cytotoxic; 400,000 compounds, 3.4% hits; further: potency means the concentration at half of the fitted maximal effect; on the % scale 0 is the no-effect control and ±100 the full control effect; nearly all actives have a fitted effect of over 60% in size
#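 Compound-treated KB-V1 multidrug-resistant cells, 72 h, 37 degrees C; viability by CellTiter-Glo. Fitted qHTS curves give the values.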
# HT1080 IDH1KD tx = qHTS for induction of synthetic lethality in tumor cells producing 2HG: qHTS for the HT-1080-IDH1KD cell line. HT-1080 IDH1 knockdown viability, ATP luminescence, 48 h. Potency, µM (top dose mostly 46.1 µM), inactives show top-dose activity, negative = toxicity, most hits filed as cytotoxic. 360,000 compounds, 2% hits;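 further: potency means the concentration at half of the fitted maximal effect; 0% = DMSO wells and -100% = cell-free medium wells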
#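 Knockdown cells (IDH1KD HT-1080) received compounds 2 h after plating at 750 cells/well and were kept 48 h at 37 °C in 5% FBS RPMI. A CellTiter-Glo luminescence read gave % activity for curve fitting.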
# HT1080NT lethal = qHTS for induction of synthetic lethality in tumor cells producing 2HG: qHTS for the HT-1080-NT fibrosarcoma cell line | Potency, µM (doses to about 46.1 µM), for the others: top-dose activity, negative = less viability, most hits filed as cytotoxic | 360,000 compounds, 1.6% hits | HT-1080-NT fibrosarcoma viability, CellTiter-Glo ATP luminescence, 48 h | AID 686970, 2013;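 further: NT is the 2HG producing partner of a matched IDH1 knockdown line; potency means the concentration at half of the fitted maximal effect; 0% = DMSO-treated cells and -100% = media-only wells without cells; nearly all actives have a fitted effect of over 55% in size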
#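 Read-out is CellTiter-Glo luminescence after 10 minutes at room temperature, following 48 hours' compound treatment of HT-1080-NT cells (750 cells/well, RPMI, 5% FBS, 37 degrees C).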
# IL1B secr inh = qHTS for Inhibitors of Inflammasome Signaling: IL-1-beta AlphaLISA Primary Screen | THP-1 LPS/ATP IL-1B secretion, AlphaLISA, 16 h; hits give low values | activity change, % at 57.5 µM | 360,000 compounds, 4.7% hits; in the data active means activity change below about -50%; inconclusive means mostly about -30% to -49%; further: on the % scale 0 is the no-effect control and ±100 the full control effect
#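 Secreted IL-1B measured by AlphaLISA bead assay after 16 h compound exposure of THP-1 cells; compounds (final up to 57.5 uM) added 1 h before LPS (250 ng/mL) and ATP (1.25 mM) stimulation; lower signal means less secretion.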
# * marks the source's active call; other numbers are inactive results; i = inactive; ? = inconclusive; nt = not tested or not shown; [ ] = another dose, or the depositor's remark. Unless noted, the call rests on the fitted dose curve; in most records, active means well fitted curve in the direction sought with a large enough effect; inconclusive means small, poorly fitted or top-dose-only effect, or another doubt; inactive means no such curve, though single readings can be large; an effect the other way counts as inactive or inconclusive.
SMILES,SW480 rerep,KB-3-1 cytotox,D3 ag,MCF10A rerep,HEK293 tox,KB-V1 cytotox,HT1080 IDH1KD tx,HT1080NT lethal,IL1B secr inh
COc1cccc(NC(=O)C(=O)N/N=C/c2ccc3c(c2)OCO3)c1,-32%[inhibitor],2%,-3,-10%,-7%,-6%,-2%,-5%,i
O=C(CSCc1c(F)cccc1Cl)Nc1cccnc1,-8%,9%,-1,-13%,-3%,-8%,22%,26%,-2
O=C1CSC(c2ccc(F)cc2)N1c1c(F)cccc1F (configuration not stated),-3%,-7%,-6,6%,9%,-10%,-3%,-8%,5
C=CCNc1nc2c(c(=O)[nH]c(=O)n2C)n1CCOc1ccccc1,-10%,-7%,3,2%,11%,?,-13%,-7%,41
OCCc1ccc(O)cc1,-23%,0%,2,1%,-4%,7%,17%,9%,17
O=C(Nc1ccc(O)cc1)c1ccc2c(c1)C(=O)N(Cc1cccnc1)C2=O,-3%,7%,-1,7%,-2%,10%,-1%,3%,3
CCCC(=O)Nc1ccc(C(=O)N/N=C/c2ccc([N+](=O)[O-])o2)cc1,16µM*,?,1,3.3µM*,-25%,-7%,13µM*,12µM*,17
O=C(c1ccc(Cn2cc(Br)cn2)o1)n1cccn1,5%,1%,-2,-5%,-1%,0%,8%,-9%,-12
CCOc1ccc(NS(=O)(=O)c2ccc(C(=O)N(C)CC(=O)Nc3ccc(OC)cc3)cc2)cc1,-4%,-5%,-6,9%,-25%,-10%,-15%,-2%,36
CCOC(=O)c1cc2c(nc1N)CC(C)(CC)OC2 (configuration not stated),-5%,4%,4,13%,78%[activator],11%,13%,21%,-25
CC1CCCCC1NC(=O)COn1nnc2ccc(Cl)cc21 (configuration not stated),-22%,9%,0,2%,-4%,-11%,-6%,-2%,-7
O=[N+]([O-])c1cc2c(c([N+](=O)[O-])c1)Nc1ccccc1O2,nt,23µM*,-3,nt,?,13µM*,-4%,?,?
Cc1ccc(S(=O)(=O)N(C)CC(=O)N2CCN(c3ccccn3)CC2)cc1,-2%,-2%,-4,5%,6%,-21%,0%,8%,-16
CCCCN(C)CCN1C(=O)C2C(C(=O)Nc3ccc(OC)cc3)C3C=CC2(O3)C1C(=O)NC1CCCCC1 (configuration not stated),20%,-4%,-5,5%,-24%,0%,-5%,-1%,?
CCC1(CC)Cc2ccccc2-c2nc(CCl)[nH]c(=O)c21,-6%,-8%,-6,21%,13%,-19%,-21%,-28%,39
CCNc1nc(Oc2ccc(C(=O)OC)cc2)nc(N(C)C)n1,-9%,3%,2,-8%,7%,7%,4%,1%,11
Cc1cc(F)ccc1-c1cc(C(=O)Nc2ccc(F)cc2)[nH]n1,nt,0%,-22,nt,3%,7%,0%,4%,-3
COc1ccc(/C=C/CN2CCC(CO)(Cc3ccccc3Cl)CC2)cc1,?,?,0,?,?,?,23µM*,23µM*,-79*
COc1ccc(NC(=O)C(=O)N2N=C(C(C)C)CC2(O)C(F)(F)F)cc1 (configuration not stated),?,-7%,2,?,0%,-18%,8.9µM*,?,-12
N=c1c2c(-c3ccccc3)c(-c3ccccc3)oc2ncn1CCN1CCOCC1,-2%,?,-2,13%,2%,?,?,?,?
C(=N\Nc1nc(N2CCCC2)nc(N2CCCC2)n1)/c1ccccc1OCc1ccccc1,?,-1%,-12,3%,?,21%,-8%,-9%,?
Cc1ccc(NC(=O)C(=O)NCC(c2ccc3c(c2)OCO3)N2CCOCC2)c(C)c1 (configuration not stated),nt,5%,6,nt,?,-10%,nt,nt,nt
Cc1cc(NC(=O)CSc2nccn2C)no1,7%,-18%,-8,-10%,-2%,-7%,-7%,-5%,-12
O=C(CS(=O)c1ccc(C(F)(F)F)cc1[N+](=O)[O-])Oc1ccccc1 (configuration not stated),?,?,-16,7.3µM*,-27%,?,16µM*,16µM*,-114*
COc1ccc(NC(=O)C2CCN(S(=O)(=O)c3c(C)noc3C)CC2)cc1,2%,5%,3,13%,5%,12%,8%,2%,28
O=C(c1nc2ccccn2c1CNCCOc1cccnc1)N1CCOCC1,-4%,-6%,-10,-4%,-4%,25%,7%,6%,-1
CCc1nc(SCCO)c2oc3ccccc3c2n1,-1%,?,0,14%,8%,?,-13%,-13%,-23
Cc1c(C(=O)OC(C)C)sc(NC(=O)c2cnccn2)c1C(=O)OC(C)C,-8%,25%,-5,-1%,4%,-2%,0%,-2%,55
CCOc1ccccc1N(CC(=O)Nc1ccc(C)cc1)S(C)(=O)=O,4%,20%,-4,4%,-13%,-15%,7%,1%,0
CCc1cc2c(SCC(=O)NC(=O)c3cccn3C)ncnc2s1,2%,-4%,4,0%,7%,13%,?,-17%,55
CCN1CCN=C1Nc1ccccc1,-11%,13%,-5,23%,2%,18%,3%,4%,1
Cc1ccnc(Nc2nc(-c3c(C)nc4sccn34)cs2)c1,-10%,?,3,?,-26%,?,-28%,-5%,-61*
O=P(c1ccccc1)(c1ccccc1)c1nc(-c2ccc(Cl)cc2)oc1N1CCOCC1,?,0%,5,10%,-7%,?,-24%,-25%,-65*
COc1ccc(N=C(N)N=C(N)N)c(OC)c1,2%,4%,-22,-6%,-2%,1%,10%,5%,19
COc1cc(C(=O)Nc2ccc(NC(=O)c3ccc(Br)cc3)cc2)cc(OC)c1OC,nt,-2%,-1,nt,-5%,16%,nt,nt,nt
CC1CCN(S(=O)(=O)c2nnc(NC(=O)COc3ccccc3)s2)CC1,-4%,2%,-2,-5%,-15%,?,1%,5%,-2

# Entries of single compounds, quoted from the list. Order of values: SW480 rerep	KB-3-1 cytotox	D3 ag	MCF10A rerep	HEK293 tox	KB-V1 cytotox	HT1080 IDH1KD tx	HT1080NT lethal	IL1B secr inh
# COc1cc(C(=O)Nc2ccc(NC(=O)c3ccc(Br)cc3)cc2)cc(OC)c1OC is entered as nt	-2%	-1	nt	-5%	16%	nt	nt	nt
# Cc1c(C(=O)OC(C)C)sc(NC(=O)c2cnccn2)c1C(=O)OC(C)C is entered as -8%	25%	-5	-1%	4%	-2%	0%	-2%	55
# Cc1ccnc(Nc2nc(-c3c(C)nc4sccn34)cs2)c1 is entered as -10%	?	3	?	-26%	?	-28%	-5%	-61*

# (list continues)
SMILES,SW480 rerep,KB-3-1 cytotox,D3 ag,MCF10A rerep,HEK293 tox,KB-V1 cytotox,HT1080 IDH1KD tx,HT1080NT lethal,IL1B secr inh
CC1CCc2c(sc3ncnc(NS(=O)(=O)c4cccs4)c23)C1 (configuration not stated),-6%,9%,0,?,-3%,8%,12%,25%,19
COc1ccc(CC2(C)OC(c3ccccc3)=NN2C(C)=O)cc1 (configuration not stated),2%,9%,1,-44%[inhibitor],-4%,-2%,3%,10%,1
COc1ccc(C(=O)OCC[N+]2(C)CCCCC2)cc1,-2%,-15%,1,5%,9%,1%,2%,4%,20
O=C(NC1CCCCC1)N(Cc1nc2ccccc2c(=O)[nH]1)C1CCCC1,-2%,-2%,-11,9%,1%,-13%,0%,5%,14
CCOc1ccc(N2C(=O)CC(N(CCc3ccc(OC)cc3)C(=O)/C=C/C(=O)O)C2=O)cc1 (configuration not stated),2%,-4%,17,7%,-1%,-13%,2%,2%,-8
C=CCn1cc(CN2CCC(C(=O)Nc3cccc(-c4cccc(Cl)c4)c3)CC2)c(C)n1,?,-3%,-5,22%,?,-1%,?,?,-6
CC1CCN(Cc2cc(=O)oc3cc(O)c(Cl)cc23)CC1,?,0%,6,15µM*,i,2%,2%,-1%,26
COc1ccc(CC(=O)Nc2ccc3nc(SC)sc3c2)cc1OC,-22%[1.84 µM],-2%,5,-23%,2%,?,-20%,-24%,36
O=C(Nc1ccc(C(=O)N2CCOCC2)cc1)c1cccc(Br)c1,?,0%,-4,-3%,4%,-28%,-9%,-6%,i
Cc1ccc(CNC(=O)C(=O)NCCC2CCCCN2S(=O)(=O)c2cccs2)cc1 (configuration not stated),13%,-2%,-1,16%,-10%,?,-1%,10%,-4
O=C(OCCCc1cc2ccccc2c(=O)o1)c1ccc(F)cc1,-27%[9.22 µM],15%,12,-12%,-2%,-11%,2%,0%,-6
Cc1ccc(-c2nc(N3CCN(C)CC3)c3ccccc3n2)cc1,?,-1%,-15,7%,5%,-6%,-5%,-29%,?
C=C(C)c1cccc(C(C)(C)NC(=O)NC2CC(C)(C)NC(C)(C)C2)c1,0%,-5%,-3,11%,-10%,-1%,-4%,-2%,-18
CCN(CC)C(=O)CSc1nc2c(sc(=S)n2Cc2ccco2)c(=O)n1-c1ccccc1,13%,26%,-1,5%,?,8.2µM*,0%,0%,-25
CCOC(=O)c1ccc(NC(=O)c2ccco2)cc1,-2%,0%,-2,-9%,0%,-14%,-6%,-5%,-10
Cc1nc(C(=O)NCc2ccccc2)sc1C1(C)CC(c2cccc([N+](=O)[O-])c2)=NO1 (configuration not stated),-8%[9.22 µM],-4%,-36,-1%,8%,16%,-8%,0%,-4
O=C(O)c1ccc(Nc2nc3ccccc3nc2NS(=O)(=O)c2cccs2)cc1,-22%,3%,5,-4%,12%,?,0%,-1%,4
CCOC(=O)c1c(S(=O)(=O)Nc2ccc(C)c(F)c2)c(C)n(C)c1C,-6%,-2%,-2,0%,8%,16%,-5%,3%,1
CCCCOC(=O)Nc1nnc(SCCOc2ccc(C)cc2)s1,-3%,5%,4,0%,6%,-19%,11%,7%,-4
C=CCSc1nc(=O)n2ccc(C)cc2n1,-15%,20%,-2,2%,?,-2%,15%,14%,1
Cc1cccc(NC(=O)CNC(=O)c2cccc(S(=O)(=O)NCc3cccs3)c2)c1C,3%,-10%,3,3%,-2%,-18%,0%,0%,-1
